# Screening results from PubChem.
# Scp-1 inhibitor: blocks human Scp-1 phosphatase activity. Recombinant Scp1, phosphopeptide, malachite green phosphate absorbance. hit rate 0.88% among 340,000. Q9GZU7. inhibition, % at 20 µM;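 active = inhibition above about 50% at 20 µM, limit read from the data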;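 also: plate controls were DMSO wells with enzyme for no effect and wells lacking enzyme for full effect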
#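 Test system – truncated SCP-1 phosphatase (76-261aa) · Reagent – Phosphorylated 17-residue peptide substrate · Incubation – 45 min room-temperature reaction, 5 min colour, 30 min stabiliser · Detection – colorimetric phosphate reagent with accelerator and stabiliser, absorbance at 630 nm · Measure – % inhibition at 20 µM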
# CSN deneddyl inh: CSN deneddylation inhibition; Q92905; Purified CSN, SCF-Nedd8-OG deneddylation, fluorescence polarization; inhibition, % at 12.5 µM; hit rate 0.38% among 360,000;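 active = pattern-corrected inhibition above about 35%, with an unprinted fluorescence ratio check between 0.5 and 1.5, limit read from the data, passing the limit was not always enough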;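 also: 0% = enzyme with substrate and 100% = substrate without enzyme; some results filed as inactive read as strong as hits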
#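 Assay system: purified human Csn5 enzyme expressed in HEK293T cells; Input: 0.24 nM Csn5 enzyme, final concentration; Reagent: 10 nM SCFSkp2-Nedd8OG; Compound dosing: 12.5 µM single point; Times: reaction 90 min, room temperature; Technique: fluorescence polarization readout.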
# SUMO1 PPI mod: SUMO1-SIM interaction modulation; SUMO1 binding to a labelled peptide, TR-FRET, 1 h; hit rate 0.33% among 360,000; inhibition, % at 20 µM; P63165; in the data active = inhibition above about 37%
# STEP inh: blocks human striatal-enriched tyrosine phosphatase | recombinant STEP, OMFP fluorogenic substrate, fluorescence | hit rate 0.25% among 360,000 | inhibition, % at 20 µM | P54829 | AID 588621;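 active = inhibition at 20 µM, scaled per plate between control wells, above about 37%, limit read from the data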;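 also: 0% = DMSO with enzyme and substrate and 100% = substrate only without enzyme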
#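 medium = Bis-Tris buffer pH 6.0, 2.5 mM DTT, 0.005% Tween 20 | test system = STEP (striatal-enriched tyrosine phosphatase) enzyme, cell-free | measure = normalized % inhibition | compound dosing = 20 µM, 1% DMSO | also added = 25 µM OMFP | schedule = reaction 20 min, ambient temperature | measured by = fluorescence read at 480 nm ex / 540 nm em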
# Rpn11 inh: blocks the human proteasome subunit Rpn11 | O00487 | human 26S proteasome, Ub4-pepOG fluorescence polarization; 20S core pre-blocked with epoxomicin | calls only at 20 µM | hit rate 0.59% among 360,000 | AID 588493;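 active = inhibition at 20 µM, scaled to each plate's controls, above about 33%, limit read from the data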
# DNMT1 block: DNMT1 (human) enzyme inhibition. P26358. DNMT1 molecular beacon, Hinp1I cleavage, fluorescence. inhibition (reported as % activation of signal), % at 10 µM. hit rate 0.83% among 360,000. AID 588458; in the data active = inhibition above about 50%
# Target sequence (P26358 504-1616 limits assumed): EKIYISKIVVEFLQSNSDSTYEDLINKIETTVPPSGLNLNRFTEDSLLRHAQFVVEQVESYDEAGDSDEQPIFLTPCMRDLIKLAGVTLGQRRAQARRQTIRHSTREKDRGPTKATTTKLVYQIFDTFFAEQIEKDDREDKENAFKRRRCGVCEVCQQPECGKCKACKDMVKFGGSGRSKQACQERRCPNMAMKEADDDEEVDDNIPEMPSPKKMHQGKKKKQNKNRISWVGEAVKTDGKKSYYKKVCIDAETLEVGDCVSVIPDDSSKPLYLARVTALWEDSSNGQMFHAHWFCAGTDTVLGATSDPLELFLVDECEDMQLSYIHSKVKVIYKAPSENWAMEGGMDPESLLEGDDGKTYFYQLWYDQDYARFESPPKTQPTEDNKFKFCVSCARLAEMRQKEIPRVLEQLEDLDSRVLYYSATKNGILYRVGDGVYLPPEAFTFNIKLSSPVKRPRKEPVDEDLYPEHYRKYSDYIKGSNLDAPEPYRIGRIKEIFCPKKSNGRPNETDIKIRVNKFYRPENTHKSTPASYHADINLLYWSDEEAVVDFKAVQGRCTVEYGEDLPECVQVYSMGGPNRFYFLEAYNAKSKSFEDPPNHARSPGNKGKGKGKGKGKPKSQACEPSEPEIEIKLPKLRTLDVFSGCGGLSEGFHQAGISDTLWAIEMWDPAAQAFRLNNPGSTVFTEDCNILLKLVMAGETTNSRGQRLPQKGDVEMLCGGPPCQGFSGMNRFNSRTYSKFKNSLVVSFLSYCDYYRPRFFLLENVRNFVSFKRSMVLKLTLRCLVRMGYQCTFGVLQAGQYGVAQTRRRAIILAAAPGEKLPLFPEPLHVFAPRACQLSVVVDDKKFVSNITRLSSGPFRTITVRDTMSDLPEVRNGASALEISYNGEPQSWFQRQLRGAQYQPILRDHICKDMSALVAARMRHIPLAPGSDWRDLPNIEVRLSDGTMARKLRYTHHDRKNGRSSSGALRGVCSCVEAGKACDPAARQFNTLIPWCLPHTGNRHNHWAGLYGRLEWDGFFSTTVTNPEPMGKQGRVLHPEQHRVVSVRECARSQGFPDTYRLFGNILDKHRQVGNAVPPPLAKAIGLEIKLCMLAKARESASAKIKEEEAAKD
# MsrA inh: inhibitors of bovine MsrA; AID 651718; hit rate 0.75% among 360,000; purified bovine MsrA, absorbance read-out; inhibition, % at 15.5 µM; in the data active = inhibition above about 4.5%;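 also: 0% = vehicle wells with enzyme and 100% = reference inhibitor wells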
# TbMetRS inhib: Trypanosoma brucei MetRS inhibition; purified T. brucei MetRS, ATP depletion, Kinase-Glo luminescence; inhibition, % at 11.9 µM; hit rate 0.4% among 360,000; AID 624268;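 active = inhibition above a per-plate cutoff of the control wells' mean inhibition plus 3 SD, cut at about 5.5% in these data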;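 also: 0% = DMSO wells median and 100% = median of wells with control inhibitor compound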
#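 Measured by: Kinase-Glo luciferase luminescence reporting remaining unconsumed ATP. Material: purified T. brucei MetRS enzyme. Doses: 11.9 µM compound single dose, 0.9% DMSO. Medium: HEPES buffer containing pyrophosphatase, BSA, spermine, DTT. Times: 15 min preincubation, 2 h reaction, all 25 °C. Reagent: methionine, ATP and bulk E. coli tRNA.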
# LMPTP inh: blocks human LMPTP phosphatase; P24666; recombinant LMPTP-A, OMFP fluorogenic substrate, fluorescence intensity; hit rate 0.22% among 360,000; inhibition, % at 20 µM; AID 651560;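 active = compounds that cut the enzyme signal by at least half of the control window in the single-dose screen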;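 also: plate controls were DMSO wells with enzyme plus substrate for no effect and substrate without enzyme for full effect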
#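 Test system – LMPTP-A phosphatase enzyme · Quantity – 0.625 nM LMPTP-A final · Reagent – OMFP substrate, 400 µM final · Dosing – one test concentration per compound, 20 µM, with 3% DMSO overall · Timing – 50 min enzyme reaction at room temperature, protected from light · Detection – fluorescence intensity · Controls – substrate-only low control, DMSO enzyme-plus-substrate high control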
# NadD block: blocks S. aureus nicotinate mononucleotide adenylyltransferase; inhibition, % at 20 µM; AID 602399; hit rate 0.78% among 360,000; purified NadD enzyme, colorimetric absorbance read-out; in the data active = inhibition above about 26%; also: some compounds past the cut are filed as inactive
# An asterisk follows results filed as active; i = inactive; x = not tested or not shown; + = active, no number.
SMILES	Scp-1 inhibitor	CSN deneddyl inh	SUMO1 PPI mod	STEP inh	Rpn11 inh	DNMT1 block	MsrA inh	TbMetRS inhib	LMPTP inh	NadD block
CCCC(=O)N1CCN(c2nnc(-c3ccccc3)c3ccccc23)CC1	4	0	0	-2	i	-1	2.1	-1.0	0.0	-4
O=C(COc1ccc(Cl)cc1Cl)Nc1ccc(C(=O)Nc2ccccc2C(=O)O)cc1	30	52*	41*	11	i	84*	0.1	-0.4	14	14
O=S(=O)(c1ccc(F)cc1)N1CCN(c2ccc(-c3ccccc3)nn2)CC1	18	2	4	10	i	18	0.2	0.2	1.8	13
CCOc1ccc(OCC(=O)Nc2ccc(S(N)(=O)=O)cc2)cc1	-12	-1	2	1	i	-1	0.1	-1.9	0.0	0
CNC(=O)c1cc(Oc2ccc(NC(=O)c3[nH]c(-c4ccccc4)c4c3C(=O)N(C)C4=O)cc2)ccn1	x	0	-8	-4	i	-13	0.0	0.0	1.5	8
CCC(=O)OC1(C#CCOc2ccc(OC)cc2)CCN(C)CC1	18	1	-6	-1	i	0	-0.5	0.0	-2.2	-10
NS(=O)(=O)c1cccc(NC(=O)CSc2nnc(C3CC3)n2Cc2ccccc2)c1	9	1	-5	-4	i	2	-0.1	-0.1	-1.1	-2
CCCCOC(=O)N/N=C/C=C/c1ccccc1	-2	3	-16	-2	i	4	-0.1	-0.5	-1.1	-5
Cc1cc(C)n(-c2ccc([N+](=O)[O-])cc2-c2nn[nH]n2)n1	-1	0	-18	0	i	-5	2.0	-0.8	-1.4	7
COc1ccc(CCN2C(=O)c3ccccc3NC2c2cc(Cl)c(O)c(OC)c2)cc1 (configuration not stated)	-9	-5	9	0	i	1	1.5	-0.4	2.4	0
CCOc1ccc(Nc2nc(N)c([N+](=O)[O-])c(N3CCN(C)CC3)n2)cc1	-1	0	-10	0	i	-1	1.6	0.4	2.1	-1
CN(C1CCCCC1)S(=O)(=O)c1ccc(S(=O)(=O)N2CCN(CCC#N)CC2)cc1	-7	0	0	2	i	-2	1.4	-0.9	-0.6	3
CC(C)Oc1ccc(S(=O)(=O)N(C(C)C)C(C)C)cn1	3	2	1	-1	i	1	-1.7	-1.6	0.5	0
Cc1ccc(-n2nccc2-c2nn(-c3cccc(C(F)(F)F)c3)c(=O)n(C)c2=O)cc1	-7	-10	0	0	i	7	0.3	-0.5	-1.1	-7
CCN(CC)CCn1c2ccc(Cl)cc2c2nc(C)sc21	-9	-5	2	1	i	2	0.5	0.2	-0.7	-2
O=C(Nc1nc2ccccc2[nH]1)c1ccc(Br)o1	-4	-6	-1	0	i	4	4.8*	-0.1	0.5	4
COc1ccc(C2CC(=O)Oc3cc(O)ccc32)cc1 (configuration not stated)	-4	6	-3	-2	i	6	0.7	0.0	-1.0	3
CN(c1ccccc1)S(=O)(=O)c1cccc(NC(=O)CN2CCc3ccccc3C2)c1	-1	-4	2	0	i	-3	-1.1	-0.6	-0.4	-4
O=C(Cn1c(=O)cnc2ccccc21)NNC(=O)c1ccccc1Cl	1	0	-1	0	i	1	-0.7	-0.2	-1.3	0
Clc1nc2nc3n(c2nc1Cl)CCC3	-8	2	1	-2	i	-1	1.6	0.3	1.7	2
CCCN(CCC)CCCNC(=O)c1cn(C)c2ccc(S(=O)(=O)N(C)C3CCCCC3)cc2c1=O	-8	-5	2	-3	i	3	0.4	0.0	-1.0	-4
CCOC(=O)c1cnc2c(c(C)nn2C)c1Oc1ccccc1F	-5	0	4	3	i	1	-0.3	0.1	0.0	-8
Cc1ccc(-c2nc3ccc(C(=O)O)cc3nc2-c2ccc(C)cc2)cc1	61*	-1	-24	1	i	-1	0.7	-0.5	-0.2	10
CC1(C)CC(=O)c2c(-c3cccs3)n[nH]c2C1	-2	0	4	-2	i	-21	-0.6	-0.2	0.0	4
COc1cc(C2Nc3ccccc3C(=O)N2c2ccc3c(c2)OCCO3)ccc1OCC(C)C (configuration not stated)	-10	9	-4	-4	i	-1	-0.4	-0.8	-1.2	5
CN(C)c1cccc(N=C2C=C(N3CCOCC3)CC(C)(C)C2)c1	99*	-2	-3	-3	i	-3	3.1	0.3	-2.1	16
CCN(CC)c1ccc(-c2nn3c(-c4cccnc4)nnc3s2)cc1	-4	5	-8	8	i	-3	2.2	-0.5	4.0	5
COc1ccc(O)c(C(=O)c2cnn(C(=O)c3ccc(C)cc3)c2)c1	-3	12	23	2	+	55*	-0.8	-0.5	-0.5	10
CCSc1nnc(NC(=O)C(C)C)s1	0	1	0	-3	i	-2	-0.6	-0.8	-0.7	-7
CCOC(=O)c1cc(C)[nH]c(=O)c1C#N	-11	-3	-22	2	i	3	2.2	-0.1	-0.1	-4

# Next part.
SMILES	Scp-1 inhibitor	CSN deneddyl inh	SUMO1 PPI mod	STEP inh	Rpn11 inh	DNMT1 block	MsrA inh	TbMetRS inhib	LMPTP inh	NadD block
O=C1NC(c2cccc([N+](=O)[O-])c2)Oc2ccccc21 (configuration not stated)	-3	-6	-15	-3	i	-2	0.7	-0.8	0.5	-3
CCOC(=O)N1CCN(C(=O)C(NC(=O)c2ccco2)C(C)C)CC1 (configuration not stated)	-12	-2	4	3	i	4	0.3	0.5	-0.8	-8
CCOc1ncccc1C(=O)OCC(=O)Nc1cc(S(=O)(=O)N(CC)CC)ccc1C	-7	-1	-1	-1	i	1	0.2	0.4	0.6	2
Cc1ccc2oc(=O)n(CCOc3ccccc3C)c2c1	-2	-6	5	4	i	4	0.7	0.6	0.5	-8
COc1cccc(-c2ccc3ncnc(NCc4cccnc4)c3c2)c1	-4	-1	3	-2	i	1	2.1	-0.1	10	-2
COC(=O)c1ccccc1N1C(=O)[C@@H]2C(c3ccc(Br)cc3)=NO[C@@H]2C1=O	-18	-3	7	-3	i	-1	-0.3	-0.4	-0.7	-1
Cc1ccc(CNC(=O)CCSCc2cccc(F)c2)cc1	-16	-2	-2	2	i	1	0.5	-0.1	0.1	-7
CNC(=O)CCN(Cc1ccco1)S(=O)(=O)c1ccc(OC)c(OC)c1	17	1	-5	0	i	-1	-0.9	-0.7	2.2	-3
Cc1onc(-c2ccccc2Cl)c1C(=O)NCc1nnnn1-c1ccc(F)c(F)c1	x	-2	3	2	i	2	-1.1	0.6	2.2	0
CC(C)(C)OC(=O)N1CCN(C(=O)c2[nH]c(C(F)(F)F)nc2-c2ccccc2)CC1	x	-1	2	-1	i	-5	-0.6	-0.1	-0.6	2
CC(C)N1CCC(N2CCN(CCCc3ccccc3)CC2CCO)CC1 (configuration not stated)	3	2	-1	0	i	0	0.8	-0.7	2.4	-2
O=C(Nc1ccc(F)cc1)C(c1ccccc1)N1CCN(CC(=O)N2CCCC2)CC1 (configuration not stated)	-5	1	-2	-2	i	3	-0.6	-0.3	-0.8	4
Cn1c(=O)[nH]c(=O)c2c1nc(N/N=C/C(Br)=C/c1ccccc1)n2CCO	-1	3	-11	1	i	-3	3.3	-0.4	-1.3	-1
N#CC1=C(Nc2ccccc2Cl)SC(c2ccccc2O)NC1=O (configuration not stated)	-8	-2	-6	0	i	1	1.0	-0.9	-0.9	8
CC(C)C[C@@H](CN1CCC[C@H]1CN1C(=O)C(=O)NC[C@@H]1Cc1ccc(O)cc1)N1C[C@H](Cc2ccccc2)N(CC2CCCCC2)C(=O)C1=O	x	3	6	x	x	x	-0.1	-1.6	1.2	28
COC(=O)c1cc(-c2ccc(NC(C)=O)cc2)nc2ccccc12	-4	2	-24	-3	i	2	2.1	-0.9	0.6	-5
CN(c1ccccc1C(=O)O)S(=O)(=O)c1ccc2[nH]c(=O)[nH]c2c1	15	3	5	3	i	8	0.8	-0.8	-0.9	-6
O=C(CN(C(=O)Cn1nnc(-c2ccccc2F)n1)c1cnc2ccccc2c1)NCC1CCCO1 (configuration not stated)	-3	-3	4	-2	i	2	0.1	1.2	-0.3	2
COc1cccc(Nc2nc(C(C)N)cs2)n1 (configuration not stated)	x	2	1	0	i	0	0.1	0.4	-0.4	1
Cc1c(Cl)cccc1NC(=S)NC1CCN(C(C)C)CC1	2	6	4	-3	i	-1	-0.4	0.0	-0.8	3
COC(=O)c1ccc(N2C(=O)c3cc(N4CCOCC4)c([N+](=O)[O-])cc3C2=O)cc1	-2	-14	-16	-2	i	10	2.2	-1.2	-1.2	4
C=CC[C@H](CC(=O)NCCO)C(=O)NC[C@@H](OC(=O)[C@H](CC=C)CC(=O)OC(C)(C)C)c1ccccc1	-4	-1	-2	0	i	5	-0.6	-0.3	0.6	1
COc1ccc(CCNC(=O)CCC(=O)n2ncc3ccc(Cl)cc32)cc1OC	-9	-3	4	-1	i	1	-0.1	0.8	-0.9	0
CCn1nc(NC(=O)c2ccncc2)c2cc3ccccc3nc21	-4	0	-18	-1	i	1	0.8	1.0	0.0	0
CC(C)NC(=O)N1Cc2cc(C(=O)NC3CCCCC3)nc(-c3cccc(-c4cccnc4)c3)c2[C@@H]1CCO	x	-3	8	x	x	x	-1.0	-0.8	1.4	-12
CCOc1ccc(C(=O)Nc2cccc3ncccc23)cc1Br	6	-5	-3	-1	i	-3	-0.5	-0.2	1.4	3
Cn1c(=O)oc2cc(S(=O)(=O)N3CCc4ccccc43)ccc21	-12	0	-3	-5	i	2	1.8	0.3	-0.1	0
COc1ccc(-c2cccc(NC(=O)c3ccc4c(c3)OCO4)c2)nn1	1	1	3	-1	i	-9	-0.2	-0.3	0.4	2

# Compound profiles (already shown):
# Cc1onc(-c2ccccc2Cl)c1C(=O)NCc1nnnn1-c1ccc(F)c(F)c1 as listed: Scp-1 inhibitor = x; CSN deneddyl inh = -2; SUMO1 PPI mod = 3; STEP inh = 2; Rpn11 inh = i; DNMT1 block = 2; MsrA inh = -1.1; TbMetRS inhib = 0.6; LMPTP inh = 2.2; NadD block = 0
# N#CC1=C(Nc2ccccc2Cl)SC(c2ccccc2O)NC1=O (configuration not stated) as listed: Scp-1 inhibitor = -8; CSN deneddyl inh = -2; SUMO1 PPI mod = -6; STEP inh = 0; Rpn11 inh = i; DNMT1 block = 1; MsrA inh = 1.0; TbMetRS inhib = -0.9; LMPTP inh = -0.9; NadD block = 8
